Xi reactivation – activators of X-chromosome reactivation in mouse fibroblasts; XiGFP mouse fibroblasts, % GFP-positive cells imaging, 3 d; cells co-treated with 5-aza-dC sensitizer; scaled so ellipticine positive control = 100%; activation, % at 7.58 µM; 360,000 tested, 0.055% active; AID 743238;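 active = mean normalized replicate activation at least 10% and every replicate at or above 10%; inconclusive = only one of the two criteria met; inactive = mean below 10% and not all replicates reach 10%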;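 note: 0% = median of on-plate neutral control wells and 100% = ellipticine 6 µM median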
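System: 68-5-11 XiGFP fibroblast line | Buffer or medium: DMEM containing 5-aza-dC | Compound: Single point | Times: Compounds 3 days, fix/stain 15 min at room temperature | Benchmarks: Positive control ellipticine, 6 µM final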
LGR2 antag – Drosophila LGR2 receptor signaling inhibition | HEK293 LGR2, CRE-luciferase, bursicon-stimulated, 4 h | inhibition, % at 9.99 µM | 380,000 tested, 0.35% active;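 active = drop in luminescence signal, shown as inhibition above about 50% in the replicate tests, limit read from the data, passing the limit was not always enough; inconclusive = probably only some replicates passing the limit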;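 note: agonist challenge used bursicon conditioned medium at about half maximal strength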
Numbers without * were called inactive; ? = inconclusive.

Start of the listing, in advance:
| Structure | Xi reactivation | LGR2 antag |
| --- | --- | --- |
| Cc1cccc(-c2nc3cc(NC(=O)C4CCCO4)ccc3o2)c1 (centres undefined) | 0.0 | 59* |
| C[C@@H]1CCCCO[C@H](CN(C)C(=O)Nc2ccccc2)[C@H](C)CN([C@H](C)CO)C(=O)c2cc(NS(=O)(=O)c3ccc(Cl)cc3)ccc2O1 | 0.0 | 26 |
| O=C(NC(NNc1ccc([N+](=O)[O-])cc1)(C(F)(F)F)C(F)(F)F)c1ccc(F)cc1 | -0.1 | 23 |
| Cc1cccc(C(=O)Oc2coc(CSc3nnc(NC(=O)C4CC4)s3)cc2=O)c1 | 0.1 | 14 |
| COc1ccc(CNC(=O)Cn2cc(C(F)(F)F)ccc2=O)cc1 | 0.0 | 6 |
| CNC[C@@H]1Oc2ccc(NC(=O)Cc3cn(C)c4ccccc34)cc2C(=O)N([C@@H](C)CO)C[C@@H]1C | 0.2 | 21 |

All compounds of this part, from the start:
| Structure | Xi reactivation | LGR2 antag |
| --- | --- | --- |
| Cc1cccc(-c2nc3cc(NC(=O)C4CCCO4)ccc3o2)c1 (centres undefined) | 0.0 | 59* |
| C[C@@H]1CCCCO[C@H](CN(C)C(=O)Nc2ccccc2)[C@H](C)CN([C@H](C)CO)C(=O)c2cc(NS(=O)(=O)c3ccc(Cl)cc3)ccc2O1 | 0.0 | 26 |
| O=C(NC(NNc1ccc([N+](=O)[O-])cc1)(C(F)(F)F)C(F)(F)F)c1ccc(F)cc1 | -0.1 | 23 |
| Cc1cccc(C(=O)Oc2coc(CSc3nnc(NC(=O)C4CC4)s3)cc2=O)c1 | 0.1 | 14 |
| COc1ccc(CNC(=O)Cn2cc(C(F)(F)F)ccc2=O)cc1 | 0.0 | 6 |
| CNC[C@@H]1Oc2ccc(NC(=O)Cc3cn(C)c4ccccc34)cc2C(=O)N([C@@H](C)CO)C[C@@H]1C | 0.2 | 21 |
| Cc1ccccc1Nc1nc(N)nc(COC(=O)c2ccccc2)n1 | 0.0 | -54 |
| O=C(Nc1ccc(Nc2ccccc2)cc1)C(Cl)(Cl)Cl | 1.0 | -36 |
| Cc1cc(C(=O)NCC(=O)OCC(=O)N(C2CCCCC2)C2CCCCC2)ccc1[N+](=O)[O-] | -0.1 | 18 |
| NNC(=O)c1cccc(COc2ccc3c(c2)CCC3)c1 | -0.1 | ? |
| O=C(N/N=C/c1ccc[nH]1)c1ccccc1[N+](=O)[O-] | 0.1 | -23 |
| Cc1nnc(Sc2cc(C(=O)NCCCN(C)Cc3ccccc3)c3ccccc3n2)s1 | 0.1 | -10 |
| COC(=O)c1ccc(NC(=S)NCCc2ccccc2C)cc1 | 0.2 | -11 |
| CC(=O)/C(N=Nc1ccc2c(c1)OCO2)=C(\C)O | 0.1 | -59 |
| CN(C)CCSc1nnc2[nH]c3ccccc3c2n1 | 0.3 | -12 |
| O=C(NCCO)/C(=C\c1cccs1)NC(=O)c1cccs1 | -0.1 | 6 |

Copied from the list.
For Xi reactivation, `O=C(NCCO)/C(=C\c1cccs1)NC(=O)c1cccs1` reads -0.1
For Xi reactivation, `O=C(N/N=C/c1ccc[nH]1)c1ccccc1[N+](=O)[O-]` reads 0.1

The results go on:
| Structure | Xi reactivation | LGR2 antag |
| --- | --- | --- |
| Cc1cccc(Nc2nc(N)nc(CSC(=S)N3CCOCC3)n2)c1 | 0.2 | 23 |
| CCOC(=O)CSC1=N/C(=C\c2cc(OC)c(OC)c(OC)c2)C(=O)N1C | 0.0 | 2 |
| Cc1cc(C)cc(OCC(=O)NC2CCCc3ccccc32)c1 (centres undefined) | 0.1 | 5 |
| COc1cc(C2NC(=O)CS2)cc(OC)c1OC (centres undefined) | 0.0 | -20 |
| O=C(CC12CC3CC(CC(C3)C1)C2)N/N=C/c1ccncc1 | 0.0 | 11 |
| COC(=O)C1=C(C)N(c2ccc(OC)cc2)C(=O)/C1=C\c1cccs1 | -0.3 | -4 |
| CN(Cc1cccs1)C(=O)Cc1c[nH]c2ccccc12 | ? | -3 |
| Cc1cc(C(=O)N/N=C/c2sccc2C)no1 | 0.1 | -13 |
| CSCCOC(=O)COc1ccc(/C=N/NC(=O)c2nn(C)cc2Cl)cc1 | 0.1 | -17 |
| O=C(Nc1ccc(F)cc1)c1ccccc1Oc1ccc(C(F)(F)F)cc1[N+](=O)[O-] | -0.1 | 22 |
| COc1cc(C(=O)NC(=S)Nc2ccc(N3CCCC3)cc2)cc(OC)c1OC | 0.0 | 5 |
| CCCCOc1ccc(-c2nnc(-c3cc[n+](C)cc3)o2)cc1 | 0.2 | -3 |
| COC(=O)C1=C(C)NC(C)=C(C(=O)OC)C1c1ccc(OC(=O)c2oc3ccccc3c2C)c(OC)c1 | 0.0 | -4 |
| Nc1cccc(C(=O)OCC(=O)c2ccccc2)c1 | -0.1 | -7 |
| O=C(O)c1cc(-c2cccc(Cl)c2)nc2nc(N3CCCCC3)sc12 | 0.0 | 11 |
| CCC[N+](CC#Cc1ccccc1)(CCC)CC(=O)OC | -0.1 | -20 |
| COc1cc(CNc2ccc(CNc3ncn[nH]3)cc2)cc(Cl)c1OCc1ccccc1 | 0.0 | 8 |
| O=C(Cc1cccc(C(F)(F)F)c1)NCc1ccc(Cl)cc1 | 0.0 | 0 |
| COc1ccccc1/C=C/C=N/NC(=O)CN1CCN(S(=O)(=O)c2ccc(C)cc2)CC1 | -0.4 | 15 |
| CCOc1ccc(CNC(=O)c2ccc(Sc3ccc(Cl)cc3)c(NC(C)=O)c2)cc1 | 0.1 | 7 |
| Cc1ccc(C)c(NC(=O)Cc2csc(-c3ccccc3)n2)c1 | -0.1 | 11 |
| O=[N+]([O-])c1cc(/C=N/n2c(-c3ccncc3)n[nH]c2=S)ccc1Cl | -0.1 | 15 |
| OCCC1CN(Cc2ccccc2OC2CCCC2)CCN1Cc1ccsc1 (centres undefined) | 0.0 | -1 |
| OC(COCc1cccs1)CN1CCN(c2ccccc2Cl)CC1 (centres undefined) | 0.0 | 11 |
| O=[N+]([O-])c1ncn(Cc2ccccc2Cl)n1 | -0.2 | 14 |
| CCC(C)C(Nc1ccc(C(=O)OC)cc1[N+](=O)[O-])C(=O)OC (centres undefined) | 2.0 | -5 |
| Cn1nnnc1SCCNCc1ccccc1OCc1ccccc1 | -0.2 | -14 |
| Cc1nn(CC(=O)OC(C)C(=O)Nc2ccccc2[N+](=O)[O-])c(C)c1[N+](=O)[O-] (centres undefined) | 0.0 | -6 |
| CCOc1ccc(CCNC(=O)C2=C(C)C(=O)OC23CCC(C)CC3)cc1OCC (centres undefined) | 0.0 | -5 |
| CCOc1ccc(-n2c(SCc3ccc([N+](=O)[O-])cc3)nnc2-c2ccccc2)cc1 | 0.7 | 9 |
| CCCOc1ccc(-c2c(C(=O)N/N=C/c3ccc(OC)cc3)nnn2-c2nonc2N)cc1 | -0.1 | 15 |
| Cc1c(Cl)cccc1NC(=O)Nc1ccc(C(=O)N2CCCC2)cc1 | -0.1 | -47 |
| CN(c1ccccc1)S(=O)(=O)c1cc(C(=O)Nc2nc3ccccc3[nH]2)ccc1Cl | -0.4 | -23 |
| Cc1nn2c(C(F)(F)F)c3c(nc2c1-c1ccccc1)CCC3 | 0.1 | 3 |
| C=CCN(CC=C)C(=O)c1c(OC)cccc1OC | -0.1 | 7 |
| Cc1nc2c3ccccc3nc(NNC(=O)CCC(=O)NC(C)C)n2n1 | 0.5 | -1 |
| Fc1ccc2c(c1)C(c1ccncc1)=NNC(c1ccccc1)=N2 | 0.4 | 15 |
| COc1ccc(NC(=O)C2CCC(C(C)(C)C)CC2)cc1S(=O)(=O)N1CCCCC1 (centres undefined) | 0.3 | 31 |
| Cc1cccc(C)c1NC(=O)C(c1ccccc1)N1CCN(C(=O)c2ccco2)CC1 (centres undefined) | -0.1 | -9 |
| Cc1cc(/C=C(\C#N)C(=O)NC2CCCCCC2)c(C)n1C | 0.0 | -31 |

Next part:
Below each compound – Xi reactivation	LGR2 antag
CCCCc1nn2c(N)c(/C=C3\C=Nc4ccccc43)c(=O)nc2s1
  0.0	-11
N/C(Cc1ccc([N+](=O)[O-])cc1)=N\OC(=O)CC1CCCCC1
  1.1	6
O=C(N/N=C/c1ccccc1O)C1(O)c2ccccc2-c2ccccc21
  0.3	36
CCn1c(SCC(=O)N/N=C/c2ccc(C)o2)nnc1-c1ccc(C)cc1
  0.0	4
COc1ccccc1C(=O)Nc1ccc2nc(SCC(=O)N(C)C)sc2c1
  -0.1	2
O=C(COC(=O)c1c2c(nc3ccccc13)CCCCC2)c1ccc(Cl)s1
  0.0	-4
CCc1ccc(NC(=O)c2ccc(F)c(S(=O)(=O)NCC3COc4ccccc4O3)c2)cc1 (centres undefined)
  0.1	8
N#C/C(=C\c1ccc(-c2ccc([N+](=O)[O-])cc2Br)o1)C(=O)N1CCN(c2ccccc2)CC1
  0.1	5
CCCC(=O)NC(=S)NNC(=O)c1ccc([N+](=O)[O-])cc1
  -0.1	15
O=C(NN=C1CCCC1)c1cccs1
  -0.1	-5
O=C(CSc1ccc2nnc(-c3cccc(F)c3)n2n1)N1CCCc2ccccc21
  0.0	33
O=C1C=CC(=O)N1CCCCCCN1C(=O)C=CC1=O
  0.8	15
COc1cc([N+](=O)[O-])ccc1NC(=O)Cc1ccc(F)cc1
  0.0	1
C/C(Cn1nnc2ccccc21)=N\NC(=O)c1cccc(Br)c1
  0.1	-6
Nc1cc(C(=O)O)c(Oc2ccc(Cl)cc2Cl)cc1C(=O)O
  0.2	6
COc1cc(/C=N/n2nnnc2N)ccc1OCc1c(C)no[n+]1[O-]
  0.1	11
CCCCCNS(=O)(=O)c1cc(C)ccc1OC
  0.4	2
O=C(NCCCn1ccnc1)C(=O)NCC1OCCCN1S(=O)(=O)c1ccc(Cl)cc1 (centres undefined)
  -0.1	-5
CCCCCCCNC(=O)C1CC(=O)N(C)C(=Nc2ccc(OC)cc2)S1 (centres undefined)
  0.3	0
CC1(C)Cc2ccccc2C(N/N=C/c2ccc(Cl)cc2)=N1
  0.0	-9
CCNC(=O)NC(=O)C(C)OC(=O)C1CCN(S(=O)(=O)c2ccccc2F)CC1 (centres undefined)
  0.6	-7
CCOC(=O)CSC1=N/C(=C\c2cccnc2)C(=O)N1c1ccc(OC)cc1
  -0.1	4
N#Cc1ccc(OCC(=O)OCC(=O)NCCC2=CCCCC2)cc1
  0.1	-15
CCc1cccc(C)c1NC(=S)NCc1cccn1C
  0.0	7
Nc1nc2ccccc2n1C(=O)c1ccco1
  0.0	13
COc1cc(/C=N/NC(=O)c2ccc(-n3cccc3)cc2)ccc1O
  0.0	-23
CCCNC(=O)CN(Cc1ccco1)S(=O)(=O)c1ccc(OCC)cc1
  0.0	13
CCn1cc(/C=N/NC(=O)COc2cccc3cccnc23)c2ccccc21
  0.2	-11
CC1CC(C)CN(C(=O)c2ccc(N3CC4CC(C3)c3cccc(=O)n3C4)c([N+](=O)[O-])c2)C1 (centres undefined)
  0.9	13
Cc1ccc(C)c(NC(=O)c2cc(=O)c3ccccc3o2)c1
  0.6	2
CCOC(=O)C1=C(C)OC(N)=C(C#N)C1c1cncc(-c2ccc(F)cc2)c1 (centres undefined)
  -0.1	-3
O=C(Oc1ccccc1/C=C\C(=O)c1cc2ccccc2o1)c1cccc(F)c1
  1.0	-67
O=C(c1cc(N2C(=O)C3C4CCC(C4)C3C2=O)ccc1Cl)N1CCN(c2ccccc2)CC1 (centres undefined)
  0.0	-15
Cc1[nH]n(-c2ccccc2)c(=O)c1/C=N/NC(=O)c1ccoc1C
  0.1	18
CCCc1cc(=O)[nH]c(SCC(=O)c2ccc3c(c2)OCCO3)n1
  0.2	-6
Cc1nn(C(=O)CNS(=O)(=O)c2ccccc2)c(C)c1Sc1ccc(Cl)cc1
  0.0	21
O=[N+]([O-])c1cccc(/C=N/Nc2nc(NCc3ccccc3)nc(N3CCOCC3)n2)c1
  0.1	3
NC(=O)c1cc2ccccc2o/c1=N\NC(=O)c1ccco1
  0.1	-30
Cc1ccc(NC(=O)CSc2nnc3n2CCCCC3)cc1
  0.2	-2
CC(OC(=O)c1cccc(S(=O)(=O)Nc2ccccc2F)c1)C(=O)NCc1ccc2c(c1)OCO2 (centres undefined)
  0.1	-16
O=C(NNc1ccccc1Br)C(=O)n1ccc2ccccc21
  0.0	-41
O=C(Nc1ccc(Nc2ccccc2)cc1)C(Cl)Cl
  0.5	0
CC(O/N=C\c1ccccc1O)C(=O)Nc1ccccc1C(=O)N1CCOCC1 (centres undefined)
  0.1	-2
CC(C)(C)C1CCc2c(C(=O)NNC(=O)CCC(=O)O)csc2C1 (centres undefined)
  0.1	-13
Cc1[nH]n(-c2ccccc2)c(=O)c1N=Nc1ccccc1C(=O)N1CCOCC1
  -0.1	4
OCCn1c(-c2ccc(F)cc2)csc1=Nc1ccccc1
  0.1	5
Cc1cc(C)n2nc(SCC(=O)N3CCc4ccccc43)nc2n1
  0.6	-16
COC1=CCC2([N+](=O)[O-])CN(CC(=O)O)CC1([N+](=O)[O-])C2 (centres undefined)
  -0.1	11
CS(=O)(=O)c1ccc(C(=O)NCC2(N3CCCCC3)CCCCC2)cc1
  0.1	14
Cc1sc(NC(=O)/C=C/C(=O)O)c(C(N)=O)c1-c1ccc(C(C)(C)C)cc1
  -0.4	-17
Cc1cccc(NC(=O)c2ccc(C(=O)Nc3cccc(C)c3)nc2)c1
  -0.1	-14
CCOc1ccc(NC(=O)CSc2ccc(-c3ccccn3)nn2)cc1
  0.0	0
Cc1ccc(NCc2ccccc2F)cc1
  0.5	-7
Cc1cc(C)c(C#N)c(Sc2ccc(N)cc2)n1
  0.4	-15
O=C(Cn1c(COc2ccc(Cl)cc2)nc2ccccc21)NCC(F)(F)F
  0.4	-7
CCOC(=O)n1n[n+]([O-])c2ccccc21
  0.0	-1

A portion of the library, so the mix of outcomes need not match the whole.
